MC4R ag barr: activates human MC4R beta-arrestin recruitment; P32245; activation, % at 8.9 µM; hit rate 0.98% among 360,000; U2OS MC4R beta-arrestin complementation, luminescence; percent of melanotan II response, DMSO zero;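 active means activation above a per-plate cutoff, the mean activation of sample wells on that plate plus 3 SD, cut at about 8% in these data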
Target sequence (P32245 whole entry, looked up): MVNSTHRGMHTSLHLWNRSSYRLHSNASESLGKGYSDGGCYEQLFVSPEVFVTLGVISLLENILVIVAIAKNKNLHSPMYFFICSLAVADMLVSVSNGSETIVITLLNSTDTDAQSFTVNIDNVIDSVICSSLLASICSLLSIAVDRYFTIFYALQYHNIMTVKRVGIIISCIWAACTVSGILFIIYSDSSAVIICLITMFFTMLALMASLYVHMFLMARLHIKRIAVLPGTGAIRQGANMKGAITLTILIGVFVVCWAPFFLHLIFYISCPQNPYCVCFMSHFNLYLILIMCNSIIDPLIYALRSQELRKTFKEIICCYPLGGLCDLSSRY
Glyco luc inh: blocks N-linked glycosylation in D54 reporter cells; D54 ERlucT glycosylation luciferase reporter, 24 h; percent of 100 nM tunicamycin response; reporter increase, % at 12.5 µM; hit rate 0.23% among 360,000; AID 588692;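 active means mean luciferase reporter signal, scaled so untreated is 0 and the glycosylation-blocking control 100, at or above a set limit in every replicate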;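 further: luciferase carries N-glycosylation sites so blocking glycosylation raises the light; 0% = median of neutral control wells and 100% = median of 100 nM tunicamycin wells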
Vif inh: inhibitors of HIV Vif | HEK293T cells, Vif self-association by quenched fluorescence, imaging, 24 h | inhibition, % at 7.49 µM | hit rate 0.35% among 340,000; in the data active means inhibition above about 50%, passing the limit was not always enough; further: some results filed as inactive read as strong as hits
Cardio protect: protects H9c2 cardiomyocytes from peroxide injury; hit rate 0.63% among 360,000; H2O2 injury protection, ATPLite, 2 h; protection from H2O2 cell death, % at 20 µM;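 active means compounds giving at least 50% protection of heart cells from peroxide-induced death in the single-dose screen, raw or plate-pattern-corrected value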;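 further: 0% = DMSO wells with peroxide and 100% = DMSO wells without peroxide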
CaV13 FRET inh: Disruptors of the CACNA1D IQ motif to Ca2+-dependent inactivation inhibitor domain association, primary screening, Förster resonance energy transfer in intact living …; HEK cells, CFP/YFP FRET ICDI-IQ, plate reader, 10 min; percent FRET-ratio fall versus neutral wells; inhibition, % at 12.3 µM; hit rate 0.098% among 340,000; AID 743397;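 active means mean replicate inhibition of at least 30% and at least 1% of replicates passing that level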;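 further: 0% = median of the neutral control wells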
MC4R antagonist: antagonists of human melanocortin 4 receptor (MC4R) | P32245 | MC4R-expressing cells, MTII-stimulated cAMP, LANCE TR-FRET | inhibition, % at 6.5 µM | hit rate 0.48% among 360,000;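 active means inhibition above its plate's cutoff, the mean of tested wells on that plate plus 3 SD, cut at about 29% in these data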;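 further: 0% = Melanotan II alone and 100% = Melanotan II plus saturating MCL0020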
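Material: human MC4R-expressing U2OS cells. Probe or stimulus: Melanotan II challenge. Dosing: 6.5 µM single dose. Times: 30-min compound, 1-h challenge, 1-h detection, room temperature. Technique: TR-FRET with Eu-cAMP and labeled anti-cAMP, 671 nm. Replication: singlicate.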
m5-HT2A agonist: agonists of mouse serotonin 5-HT2A receptor (HTR2A); P35363; CHO-K1 mHTR2A beta-arrestin complementation, luminescence; percent of 30 µM serotonin response; activation, % at 7.6 µM; hit rate 0.66% among 360,000; AID 624169;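 active means activation above a run cutoff, the mean activation of all tested compounds plus 3 SD, cut at about 14% in these data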;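 further: 0% = plate median of compound wells and 100% = 30 µM serotonin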
ABCB6 inh MLPCN: blocks the human ABCB6 transporter; Q9NP58; K562-ABCB6 porphyrin accumulation, flow cytometry, 1 h; active compounds read low; fluorescence ratio to DMSO, % at 10 µM; hit rate 0.19% among 360,000;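 active means fluorescence ratio to DMSO below 75%, the collection mean minus 3 SD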;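 further: signal is porphyrin accumulated inside mitochondria; 100% equals median channel fluorescence of DMSO control wells; lower ratio means ABCB6 inhibition with less porphyrin fluorescence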
PDI turbidity: blocks human protein disulfide isomerase activity. PDI insulin aggregation turbidity, A650, 90 min. P07237. inhibition, % at 10 µM. hit rate 0.052% among 350,000;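 active means mean inhibition across replicates of 30% or more, whatever share of single replicates reach that level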;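 further: absorbance from insulin aggregation driven by PDI reduction with DTT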
Target sequence (P07237 whole entry, looked up): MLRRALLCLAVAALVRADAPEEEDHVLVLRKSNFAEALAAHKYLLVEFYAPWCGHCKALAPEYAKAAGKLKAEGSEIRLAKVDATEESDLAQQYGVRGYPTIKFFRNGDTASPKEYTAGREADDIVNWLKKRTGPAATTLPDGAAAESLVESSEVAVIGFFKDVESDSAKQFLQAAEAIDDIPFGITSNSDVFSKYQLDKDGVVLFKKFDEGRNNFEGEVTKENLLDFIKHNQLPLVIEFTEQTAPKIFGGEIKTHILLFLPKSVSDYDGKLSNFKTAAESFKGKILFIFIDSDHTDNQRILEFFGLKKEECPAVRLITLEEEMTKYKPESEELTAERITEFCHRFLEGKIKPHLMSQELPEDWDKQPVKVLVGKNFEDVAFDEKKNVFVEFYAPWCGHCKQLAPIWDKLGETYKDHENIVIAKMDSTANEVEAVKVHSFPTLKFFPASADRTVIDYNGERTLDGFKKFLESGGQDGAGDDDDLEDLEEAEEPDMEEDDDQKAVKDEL
aDG glyco up: alpha-DG glycosylation activation | activation, % at 10 µM | Pro5-aDG cells, alpha-DG glycosylation AlphaScreen (IIH6); 0% Pro5, 100% B10-LARGE cell signal | hit rate 0.22% among 360,000;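 active means activation of at least 8% versus controls, or a plate z-score of at least 8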;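 further: Pro5 are CHO cells carrying HIG-tagged alpha-DG that lacks glycosylation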
Numbers without * were called inactive; x = no result given.

no.	Structure	MC4R ag barr	Glyco luc inh	Vif inh	Cardio protect	CaV13 FRET inh	MC4R antagonist	m5-HT2A agonist	ABCB6 inh MLPCN	PDI turbidity	aDG glyco up
1	NS(=O)(=O)c1ccc(CCNC(=O)C2CCN(S(=O)(=O)c3ccccc3)CC2)cc1	-2.9	4	7	2	-7	-5	0	101	-5	0.0
2	COC(=O)[C@]1(Cc2ccccc2)N[C@H](c2ccc(SC3CCCCC3)c(OC)c2)[C@@H]2C(=O)N(C)C(=O)[C@@H]21	3.6	-6	-4	-7	-4	4	8	102	-4	0.1
3	C=CCOc1ccc(/C(O)=C2/C(=O)C(=O)N(CCCn3ccnc3)C2c2cccs2)cc1 (stereo not drawn)	-2.2	-2	14	2	x	-3	0	91	-3	-0.3
4	O=C(Nc1c2c(nc3ccccc13)CCCC2)c1ccccc1F	2.2	-3	-6	6	-5	7	-5	102	4	0.0
5	Cc1cc(NC(=O)COC(=O)CC2CCCC2)c([N+](=O)[O-])cc1C	-2.4	4	6	-2	-3	0	4	102	8	0.0
6	CCN1CCN(c2ccc(S(=O)(=O)N3CCCCC3)cc2NC(=O)/C=C/c2ccc(Cl)cc2)CC1	-1.3	-7	15	4	-2	2	-17	98	0	1.1
7	COc1cccc(NC(=O)CN(C)C(=O)C(CCSC)NC(=O)c2ccco2)c1 (stereo not drawn)	-3.1	0	7	5	-2	-1	-5	80	-10	0.1
8	CCOC(=O)[C@]12CCC=C1N(Cc1ccc3c(c1)OCO3)C(=O)[C@H](CC(=O)NCc1ccc(C)o1)C2	x	x	x	x	-10	x	5	101	x	0.2
9	O=C(NCc1ccncc1)C(=O)N/N=C/c1ccccc1OCc1ccccc1	-0.6	3	9	4	-4	2	-7	98	-23	-0.1
10	Cc1cccc(NC(=O)C(=O)NCc2ccc3c(c2)OCO3)c1C	7.2	3	-2	-6	-7	-2	-1	102	1	0.0
11	COc1cc(C=O)ccc1OCc1cn(CC(=O)c2ccc(O)cc2)nn1	-1.5	1	2	10	-6	-5	-6	101	-1	-0.3
12	O=C(N/N=C\C=C\c1ccc2c(c1)OCO2)C1COc2cc3ccccc3cc2O1 (stereo not drawn)	3.9	-1	20	-8	1	-1	-3	81	8	-0.1
13	CCOC(=O)c1ccc2c(c1)nc(C1CCN(S(=O)(=O)c3cccs3)CC1)n2CC	1.6	0	-10	-7	x	6	3	95	2	1.4
14	Cc1ccc(C(=O)N/C(=C\c2cn(S(=O)(=O)N(C)C)c3ccccc23)C(=O)NCCCn2ccnc2)cc1	-1.8	0	-1	-1	-6	11	-12	99	-4	0.0
15	Nc1nc(-c2cccc(NS(=O)(=O)c3ccccc3)c2)cs1	1.4	-3	2	-11	-8	-3	1	101	2	0.0
16	COC(=O)c1c[n+]([O-])ccc1OC	x	-1	7	5	x	x	-2	97	x	0.0
17	CC1CCCCC1NC(=O)c1ccc(S(=O)(=O)N2CCCC2)cc1 (stereo not drawn)	-0.6	-1	-6	4	x	17	1	98	6	-0.2
18	Cc1cc(Cl)c(S(=O)(=O)NCC2CCCO2)cc1OCC(=O)NC1CCCCC1 (stereo not drawn)	2.9	-5	-19	5	-5	-5	1	95	10	0.3
19	O=S(=O)(NCc1ccccn1)c1cc(C(F)(F)F)ccc1Cl	-3.9	1	-2	2	-6	3	-9	99	0	0.8
20	COc1ccc(C(=O)OCC(=O)Nc2ccc(N3CCOCC3)cc2)cc1	-1.0	0	-2	0	-5	4	9	105	-14	0.4
21	Cc1c(Cl)cnc(NC(=O)COC(=O)CCC(=O)c2cccs2)c1Cl	-1.1	0	-4	13	-18	3	0	95	-10	0.0
22	CC(C)CCNC(=O)c1cc2c(s1)-c1ccccc1S(=O)(=O)C2	-1.4	-3	-2	23	-17	3	-5	96	3	-0.4
23	CCN(CC)N=Nc1[nH]nc2nc(C)cc(C)c12	0.1	-3	x	-1	-4	17	0	109	4	0.2
24	COc1cccc(OCc2cc(C(=O)N3CCC(c4ccncc4)CC3)no2)c1	-0.7	-3	-9	-15	-3	1	9	89	11	2.4
25	CN(C)C(=O)Cn1cnc2c(cnn2-c2ccc(F)cc2)c1=O	-2.2	1	-6	11	-5	-2	0	96	-6	-0.2
26	Cc1cc(-c2c(C)[nH]n(-c3ccccc3)c2=O)n(-c2ccccc2)n1	-0.5	2	11	10	-4	1	3	100	-5	0.1
27	O=C(CCNC(=O)N1CC(=O)Nc2ccccc21)Nc1ccc(F)c(Cl)c1	-4.4	6	-24	6	-7	5	-9	93	1	-0.6
28	CCCC[C@@H](CNC)NC[C@H](NCCCCC1CCCCC1)C(C)C	3.8	-7	x	-19	-6	6	10	104	-2	1.3
29	COc1ccc(N2CCN(C(CNS(=O)(=O)c3cc(F)ccc3F)c3cccnc3)CC2)cc1 (stereo not drawn)	-1.8	1	-3	5	-6	1	4	122	6	0.0
30	CCOc1ccc(CCN2C(=O)C(=O)N([C@@H](Cc3ccc(O)cc3)CN3CCC[C@H]3CN3C(=O)C(=O)NC[C@@H]3CC(C)C)C[C@@H]2Cc2ccccc2)cc1	x	x	x	x	-5	x	5	97	x	0.1
31	CCCn1c(SCCN2C(=O)c3ccccc3C2=O)n[nH]c1=O	-0.5	-1	0	1	x	-5	-2	98	5	-0.1
32	COc1ccccc1NC(=O)c1cc2c(CO)cnc(C)c2oc1=Nc1cccc(C(N)=O)c1	1.0	-7	18	49	-3	13	-1	101	-22	-0.1
33	CCCCC[C@H]1CN(Cc2ccccc2)C(=O)[C@@H]1CC(=O)NCc1ccccc1	4.6	-3	-9	-2	10	19	-6	93	3	0.8
34	COc1ccc(C(=O)CSc2nnc(NC(=O)C3CC(=O)N(c4ccccc4C)C3)s2)cc1 (stereo not drawn)	-3.4	-1	-11	3	-8	10	2	96	3	0.1
35	CC(=O)c1cccc(NC(=O)C2CCN(S(C)(=O)=O)CC2)c1	-1.4	1	5	-2	-7	2	2	107	7	-0.2
36	COc1ccc2c(c1)cc1c(=O)n(CC(=O)NCCCN3CCOCC3)nc(C)n12	-2.5	4	4	2	-7	-3	-4	107	-5	0.2

More results:
entry	SMILES	MC4R ag barr	Glyco luc inh	Vif inh	Cardio protect	CaV13 FRET inh	MC4R antagonist	m5-HT2A agonist	ABCB6 inh MLPCN	PDI turbidity	aDG glyco up
37	O=C(N/N=C1\CCCc2c1[nH]c1ccc(Cl)cc21)c1ccncc1	-2.3	1	1	32	10	1	-5	92	1	1.5
38	O=C(CSC1=NC(=O)C(Cc2ccccc2)C(=O)N1)NC1CCCCC1 (stereo not drawn)	-1.7	2	7	2	-5	0	-2	110	3	-0.2
39	CCc1sc(NC(=O)CN2CCC(C(N)=O)CC2)nc1-c1ccccc1	0.3	2	-1	4	-20	2	-2	97	13	0.0
40	CC(C)C[C@H](NC(=O)c1nc[nH]c1C(=O)N1CCNCC1)C(=O)OC(C)(C)C	-0.1	2	10	3	-4	-1	2	100	-7	2.2
41	Clc1cccc(N2CCN(c3nnnn3-c3ccccc3)CC2)c1	2.0	2	1	-5	-5	-1	-3	96	-7	0.0
42	COc1ccc(CNC(=O)COc2ccc(S(=O)(=O)N3CCOCC3)cc2)cc1	-1.1	1	1	-1	-2	-1	0	98	3	-0.2
43	CC(C)c1ccc(-c2cc(C(=O)NN3CCN(C)CC3)c3ccccc3n2)cc1	0.0	-6	0	-13	-8	-5	-7	85	1	4.8
44	Cc1ccc(N2NC(C)(c3cccs3)NC2=S)cc1 (stereo not drawn)	0.8	-1	-1	-3	-3	-2	0	96	-5	0.2
45	C/C(=C\c1ccccc1)CN1CCC(C(=O)N2CCCC(C)C2)CC1 (stereo not drawn)	-4.3	-1	4	6	-6	1	-4	98	-9	0.1
46	COc1ccc(NC(=O)COC(=O)c2ccc(S(=O)(=O)N(C)c3ccccc3OC)cc2)cc1	-0.2	5	0	6	-2	16	2	102	3	0.1
47	Cc1ccc(N=Nc2c(N)nn3c(C)cc(C)nc23)cc1	0.0	4	-5	17	-6	-14	2	94	1	0.4
48	CC(C)(C)OC(=O)N1CCC(C(=O)N[C@H](Cc2ccccc2)C(=O)O)CC1	-1.3	-1	-7	-2	-5	-4	4	109	-2	0.0

Compound profiles, as listed above.
`Cc1ccc(N=Nc2c(N)nn3c(C)cc(C)nc23)cc1` as listed: MC4R ag barr: 0.0; Glyco luc inh: 4; Vif inh: -5; Cardio protect: 17; CaV13 FRET inh: -6; MC4R antagonist: -14; m5-HT2A agonist: 2; ABCB6 inh MLPCN: 94; PDI turbidity: 1; aDG glyco up: 0.4
`O=C(CSC1=NC(=O)C(Cc2ccccc2)C(=O)N1)NC1CCCCC1` (stereo not drawn) as listed: MC4R ag barr: -1.7; Glyco luc inh: 2; Vif inh: 7; Cardio protect: 2; CaV13 FRET inh: -5; MC4R antagonist: 0; m5-HT2A agonist: -2; ABCB6 inh MLPCN: 110; PDI turbidity: 3; aDG glyco up: -0.2

Assay outcomes (PubChem BioAssay)
